Compound activity as filed in PubChem BioAssay.
TcdB inh: inhibitors of Clostridioides difficile toxin B glycohydrolase. TcdB glycohydrolase enzymatic assay, plate reader. inhibition, % at 9.99 µM. P18177. 350,000 tested, 0.24% active; in the data active = inhibition above about 10%
Yp Topo-I inh: Y. pestis Topo-I inhibition via cleavage products. Y. pestis Topo-I cleavage product accumulation, plate reader. activity, % at 10 µM. 360,000 tested, 0.064% active. AID 504884; in the data active = activity above about 50%, passing the limit was not always enough; inconclusive = no clear call, values can overlap the other calls; note: inactives centre near 2
Anthrax LF inh2: inhibitors of Bacillus anthracis lethal factor protease; P15917; multiplex microsphere protease cleavage assay, LF; inhibition, % at 10 µM; 360,000 tested, 0.12% active; AID 588501; note: plate controls were buffer without enzyme for full effect and enzyme alone for no effect
Target sequence (P15917 whole entry, looked up): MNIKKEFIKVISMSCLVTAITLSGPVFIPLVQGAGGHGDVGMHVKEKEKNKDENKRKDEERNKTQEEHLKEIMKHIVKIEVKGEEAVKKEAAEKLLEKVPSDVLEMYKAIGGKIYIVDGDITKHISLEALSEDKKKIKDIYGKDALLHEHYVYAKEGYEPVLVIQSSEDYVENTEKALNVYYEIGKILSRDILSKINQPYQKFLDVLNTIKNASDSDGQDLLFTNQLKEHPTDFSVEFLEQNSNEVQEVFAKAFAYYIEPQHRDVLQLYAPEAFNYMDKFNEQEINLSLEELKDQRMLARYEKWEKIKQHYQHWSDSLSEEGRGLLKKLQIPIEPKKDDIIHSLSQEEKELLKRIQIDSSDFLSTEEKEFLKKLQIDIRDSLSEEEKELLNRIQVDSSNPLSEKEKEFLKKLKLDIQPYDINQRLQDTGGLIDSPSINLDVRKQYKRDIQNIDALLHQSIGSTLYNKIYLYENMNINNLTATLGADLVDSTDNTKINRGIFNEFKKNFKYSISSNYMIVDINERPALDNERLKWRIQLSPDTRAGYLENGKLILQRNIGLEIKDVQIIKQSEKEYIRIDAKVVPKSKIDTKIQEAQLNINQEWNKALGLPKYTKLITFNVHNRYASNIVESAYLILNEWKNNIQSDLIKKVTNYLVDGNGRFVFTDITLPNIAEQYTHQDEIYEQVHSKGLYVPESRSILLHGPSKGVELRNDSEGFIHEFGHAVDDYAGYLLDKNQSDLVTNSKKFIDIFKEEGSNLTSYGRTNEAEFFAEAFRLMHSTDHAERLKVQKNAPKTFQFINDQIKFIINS
Vc quorum ag: quorum light induction in luxS cqsA deficient V. cholerae | 350,000 tested, 0.16% active | activation, % at 18.7 µM | V. cholerae BH1578 lux reporter, luminescence, 6 h; in the data active = activation mostly above about 9.7%, no sharp cut-off; inconclusive = no clear call, values can overlap the other calls; inactive = mostly below about 3.7%; note: not every result past the cut was called active; inactives centre near 0; reference of the scale not given here
DUSP3 inh: DUSP3 (human) phosphatase inhibition; P51452; recombinant VHR phosphatase, pNPP absorbance; inhibition, % at 13.3 µM; 290,000 tested, 0.52% active; AID 1654; in the data active = inhibition above about 50%; note: some compounds called inactive have numbers as strong as hits
Target sequence (P51452 whole entry, looked up): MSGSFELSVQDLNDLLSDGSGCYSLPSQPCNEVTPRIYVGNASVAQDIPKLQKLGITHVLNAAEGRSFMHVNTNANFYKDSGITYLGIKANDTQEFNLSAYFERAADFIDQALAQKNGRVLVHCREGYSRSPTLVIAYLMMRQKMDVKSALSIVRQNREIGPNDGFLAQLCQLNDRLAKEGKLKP
CCHF vOTU inh: blocks the CCHF virus ovarian tumor domain protease; CCHFV vOTU protease, Pep-AMC fluorescence; inhibition, % at 11.5 µM; 370,000 tested, 0.55% active; in the data active = inhibition above about 30%; note: 0% = vehicle wells with enzyme and 100% = no enzyme wells
SSB-PriA inh: blocks PriA binding to SSB C-terminal tail | AlphaScreen SSBct-PriA binding, biotinylated peptide | inhibition, % at 33 µM | 430,000 tested, 0.6% active | AID 1272365; in the data active = inhibition mostly above about 37%, no sharp cut-off; inactive = mostly below about 20%;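 note: plate controls were negative control peptide for no effect and reference peptide for full effect; strong numbers were not always called active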
BoNT-A LC inh2: BoNT A light chain protease inhibition; multiplex microsphere protease substrate cleavage, flow cytometry; inhibition, % at 10 µM; 360,000 tested, 0.17% active; AID 588499; note: plate controls were buffer without enzyme for full effect and enzyme alone for no effect
PfHsp40 yeast: rescue of PfHsp40-mediated yeast toxicity; S. cerevisiae expressing PfHsp40, growth rescue, ATP luminescence; growth rescue, % at 12.5 µM; 340,000 tested, 0.68% active; AID 504582; in the data active = growth rescue above about 28%, passing the limit was not always enough; inconclusive = no clear call, values can overlap the other calls;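 note: yeast W303a lacking pdr1 and pdr3 grown in galactose medium; growth measured after three days at 30 °C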
3CLpro inhibitor: SARS-CoV 3CLpro protease inhibition. P0C6X7. recombinant SARS-CoV 3CLpro, quenched FRET peptide cleavage. inhibition, % at 6 µM. 290,000 tested, 0.14% active; in the data active = inhibition above about 12%
Numbers without * were called inactive; i = inactive; ? = inconclusive; nt = no result given; & = joins results of further samples. Cut-off read from the data, not from the text of the source, unless noted: active = inhibition above about 30%; inconclusive = no clear call, values can overlap the other calls; inactive = below that. An excerpt; rates above refer to the full screens.

No.	Molecule	TcdB inh	Yp Topo-I inh	Anthrax LF inh2	Vc quorum ag	DUSP3 inh	CCHF vOTU inh	SSB-PriA inh	BoNT-A LC inh2	PfHsp40 yeast	3CLpro inhibitor
1	Cc1c(O)nc(SCC(=O)Nc2nccs2)n(-c2ccccc2F)c1=O	-0.5	-11	-2	i	4	0	-8	3.0	1.2	0
2	O=C(CCc1ccccc1)N1Cc2cc(N3CCOCC3)ccc2-n2nncc2C1	-0.2	nt	5	nt	nt	14	nt	-0.8	nt	nt
3	Cc1ccc(CNC(=O)C2CCCN(c3ncnc4c3nc3n4CCCCC3)C2)cc1 (stereo unspecified)	0.2	1	-3	-5.3	23	12	-28	-0.3	-0.1	-1
4	CC(=O)NC1C(=O)N=C(SCC(=O)NCc2ccccc2)NC1=O (stereo unspecified)	0.9	11	-10	0.1	-9	0	-10	0.1	-0.4	0
5	CCCN1CCC(=O)N([C@H](CSc2ccc(OC)cc2)CC(C)C)CC1	0.4	20	0	-0.7	-12	3	-11	0.7	2.2	nt
6	COc1cc(NC2=CC(=O)CC(C)(C)C2)cc(OC)c1OC	nt	-4	-2	i	-2	12	-11	-0.1	-1.2	-4
7	CCCNC(=O)Cn1cnc2sc(C(=O)N3CCC4(CC3)OCCO4)c(C)c2c1=O	0.6	-1	2	i	6	-6	-12	2.0	-2.0	-5
8	FC(F)(F)c1ccc(NC2=NCCC2)cc1	0.6	5	2	-0.4	21	-3	-8	0.0	0.6	-3
9	Cc1onc(-c2ccccc2Cl)c1C(=O)Nc1ccc(CN2CCCC2)cc1	nt	0	-3	-1.3	39	10	0	-1.0	-0.6	3
10	O=C(NCc1ccccn1)C1CCC(CNS(=O)(=O)c2cccc3nsnc23)CC1 (stereo unspecified)	0.6	1	-6	-0.4	21	2	-9	-0.8	0.5	-5
11	C[C@H](CO)N1C[C@H](C)[C@@H](CN(C)Cc2ccc(C(=O)Nc3ccccc3N)cc2)Oc2c(NC(=O)C3CCCCC3)cccc2C1=O	1.4	34	0	i	nt	-3	-15	-0.4	-1.0	nt
12	CC1(C)Cc2c(C#N)c(N)n(-c3ccccc3)c(=S)c2CO1	0.1	2	?	-0.6	17	10	3	-9.8	-0.5	-1
13	O=C(Nn1c(-c2ccc(Br)cc2)nc2ccccc2c1=O)c1ccc([N+](=O)[O-])cc1	0.6	-7	-1	-0.2	1	-2	9	0.5	0.6	9
14	COc1ccc2[nH]c(=O)c(CN(CCO)C(=O)c3cccs3)cc2c1	1.3	-4	0	-0.6	1	13	-8	1.0	-0.3	-5
15	CC(O)(c1cccnc1)c1nc(-c2cccc3cccnc23)cs1 (stereo unspecified)	-1.2	0	-7	-0.1	nt	5	nt	-0.4	nt	nt
16	Cc1cccc(C(=O)OCC(=O)N2CCC(c3ccccc3)=N2)c1O	1.4	8	2	-1.8	nt	5	-5	3.5	-0.3	nt
17	CC(C(=O)Nc1cccc([N+](=O)[O-])c1)N1C(=O)NC2(CCCC2)C1=O (stereo unspecified)	0.4	2	2	i	-3	10	2	-0.1	-0.4	4
18	CCCc1ccc(Oc2cn[nH]c2-c2ccc(O)cc2O)cc1	nt	-6	nt	-0.2	32	4	19	nt	181*	7
19	C=CCNC(=O)c1ccc(S(=O)(=O)CC)c(Cl)c1Cl	1.1	-12	-5	i	15	-2	4	-0.1	-2.5	-2
20	COc1ccc(Nc2nc(N)c(C(=O)c3ccc(OC)cc3)s2)cc1	0.9	-16	-9	-0.3	-1	-6	3	-2.9	8.8	-1
21	CC(C(=O)Nc1ccc2c(c1)OCO2)n1cnc2c1c(=O)n(C)c(=O)n2C (stereo unspecified)	0.0	-1	2	-0.4	nt	-1	8	0.2	0.7	nt
22	CCOc1c2ccc(C(=O)NCCc3cccs3)cc2nn1CC	0.2	-2	-7	i	2	-51	-20	-0.5	-0.6	6
23	CN(Cc1cccc(Cl)c1Cl)c1ccc(S(=O)(=O)N2CCCCC2)cc1[N+](=O)[O-]	nt	6	0	-3.8	-10	1	18	0.2	-1.1	-2
24	CSc1cc(-c2ccccc2)[nH]c(=O)c1C#N	0.7	3	-1	-0.3	14	-3	0	0.5	-0.4	7
25	CCOc1ccccc1C(=O)Nc1c[nH]c(=O)[nH]c1=O	0.6	-2	5	0.2	-1	-1	-13	-3.1	0.4	-4
26	COc1cc2[nH]c(=O)n3nc(-c4ccccc4)nc3c2cc1OC	nt	5	-2	-0.7	13	nt	3	2.0	2.9	3
27	CCOC(=O)Cn1c(CN2CCN(c3cccc(Cl)c3)CC2)nc2c1c(=O)[nH]c(=O)n2C	-0.9	14	-4	-0.3	-12	9	4&-19	-0.5	-0.7	-3
28	O=C(COc1ncnc2ccccc12)NCCCN1CCCC1=O	nt	9	-13	-0.3	10	-9	-13	-1.6	-1.3	2
29	COc1ccc(NC(=S)Nc2ccc3snnc3c2)cc1	0.0	-2	-7	-0.1	26	-5	-2	1.1	0.0	-3
30	CCCCCCCCN1C(=O)[C@H](CC(=O)NCc2ccccc2)C[C@@]2(C(=O)OCC)CCCC=C12	-0.4	nt	-9	nt	nt	33*	nt	0.1	nt	nt

A few values from the results shown.
In TcdB inh, entry 29 reads 0.0
In DUSP3 inh, entry 20 reads -1

One compound at a time (already shown). Order of screens: TcdB inh	Yp Topo-I inh	Anthrax LF inh2	Vc quorum ag	DUSP3 inh	CCHF vOTU inh	SSB-PriA inh	BoNT-A LC inh2	PfHsp40 yeast	3CLpro inhibitor
FC(F)(F)c1ccc(NC2=NCCC2)cc1 across the screens: 0.6	5	2	-0.4	21	-3	-8	0.0	0.6	-3
CC(O)(c1cccnc1)c1nc(-c2cccc3cccnc23)cs1 (stereo unspecified) across the screens: -1.2	0	-7	-0.1	nt	5	nt	-0.4	nt	nt

The results go on:
No.	Molecule	TcdB inh	Yp Topo-I inh	Anthrax LF inh2	Vc quorum ag	DUSP3 inh	CCHF vOTU inh	SSB-PriA inh	BoNT-A LC inh2	PfHsp40 yeast	3CLpro inhibitor
31	O=C(CCCc1c[nH]c2ccccc12)NCCc1c[nH]c2ccccc12	-2.6	11	-9	-0.3	-3	21	10	-2.7	-0.8	-4
32	COc1ccc(N2C(=O)CC(N(CCc3ccc(S(N)(=O)=O)cc3)C(=S)Nc3ccccc3)C2=O)cc1 (stereo unspecified)	1.6	-12	-1	-0.3	13	4	12	-0.5	0.0	0
33	CCOC(=O)c1c(C)oc2ccc(O)c(CN3CCCCC3)c12	0.4	-8	-6	-0.4	6	6	-1	-0.3	-0.8	-5
34	CCc1noc(C)c1C(=O)Nc1nc(-c2ccc(OC)cc2)cs1	2.2	-3	-1	i	nt	1	6	0.7	-0.9	nt
35	CC(C)(C)NC(=S)NNC(=O)[C@H]1C[C@@H]1c1ccccc1	0.4	-9	0	-1.0	14	-7	2	?	0.1	0
36	COc1ccccc1-c1ccc2c(c1)C(C)(Cc1ccc(F)c(Cl)c1)C(=O)N2 (stereo unspecified)	-1.5	39	-1	-0.8	nt	6	nt	-0.3	nt	nt
37	CCN(CC)S(=O)(=O)c1cccc(C(=O)N/N=C/c2ccc(O)c(O)c2O)c1	nt	-12	-2	-0.2	5	3	nt	-1.2	202*	8
38	C/C(=N\Nc1cccc([N+](=O)[O-])c1)c1ccccc1O	0.1	-26	-3	-1.2	3	7	nt	-0.5	-0.9	2
39	COc1ccccc1C(=O)N/N=C/c1cnc2ccccc2n1	-1.2	8	-1	0.4	5	-14	nt	0.8	-0.7	0
40	O=C1OCCC1(c1ccccc1)c1ccccc1	1.0	6	2	1.1	nt	2	-11	-3.2	0.3	nt
41	O=C(Nc1ccc2c(c1)OCCO2)c1ccc(CN2CCOCC2)cc1	nt	3	0	-0.4	0	7	-8	0.0	0.1	4
42	CC1(C)CC2(CCO1)N1CC3(C)CN2CC(C)(C1)C3=O (stereo unspecified)	nt	-4	-1	i	nt	8	-2	-0.3	-1.2	-1
43	CN1C[C@@H]2[C@@H]3C(=O)N(Cc4ccccc4)C(=O)[C@@H]3[C@](C)(C1=O)N2C(=O)c1ccc(F)cc1	0.4	3	2	i	nt	1	-1	-0.7	-1.2	nt
44	CCc1ccc(/C=C(\C#N)C(=O)NC2CCS(=O)(=O)C2)cc1 (stereo unspecified)	0.7	3	1	-3.4	nt	-6	-5	0.6	0.2	nt
45	CCOC(=O)c1ccc(S(=O)(=O)N2CCN(Cc3cc4c(cc3O)OCO4)CC2)cc1	-1.1	13	-15	-0.3	nt	11	0	-0.4	-2.5	nt
46	COc1ccc(-c2ccc(C(=O)NCc3ccncc3)c3occc23)c(C)c1	1.5	15	-6	-5.6	nt	-8	nt	-0.2	nt	nt
47	O=C(Nc1ccccc1)Nc1nncs1	nt	-2	0	i	-4	13	-15	-0.7	-0.5	3
48	CCC12CN(C(=O)c3ccc([N+](=O)[O-])cc3)CC(CC)(CN(C(=O)c3ccc([N+](=O)[O-])cc3)C1)C2=O	0.4	0	-2	i	-7	-14	-16	-0.4	nt	-5
49	O=S(=O)(Nc1ccccc1)c1ccc(-c2csnn2)cc1	3.1	-1	nt	-1.3	10	-1	-13	nt	4.8	-6
50	CCN(C(=O)COC(=O)CCc1c[nH]c2ccccc12)c1c(N)n(Cc2ccccc2)c(=O)[nH]c1=O	2.3	-6	2	i	nt	-3	-1	-2.2	0.9	nt
51	C1CN(CC2CCN(c3nc4nonc4nc3N3CCSCC3)CC2)CCO1	0.8	3	-1	2.0	11	-20	0	0.3	-1.1	-2
52	COc1ccc(S(=O)(=O)N2CCN(C(=O)c3cccc(S(=O)(=O)N4CCCC4)c3)CC2)cc1	-2.4	1	-2	-0.2	nt	-5	nt	-0.4	nt	nt
53	O=C(C1CCN(S(=O)(=O)c2ccc(Cl)c(C(F)(F)F)c2)CC1)N1CCC1	0.1	3	0	0.5	nt	11	-6	0.2	-0.1	nt
54	N#Cc1c(SCc2ccc(Cl)cc2)sc(C(=O)c2ccccc2)c1N	nt	22	5	-1.1	25	8	-20	4.8	0.7	5
55	COc1ccc(-c2cc(-c3cccs3)c(C#N)c(SCC(=O)NCc3ccco3)n2)cc1	nt	5	-6	6.7	12	nt	31	1.2	-0.7	-5
56	CC(C)c1ccc(-c2nnc(SCC(=O)NC3CC3)n2C)cc1	0.0	9	2	i	24	5	-3	1.7	0.0	-2
57	Cc1ccc(NC(=O)CCc2ccc(S(=O)(=O)N3CCOCC3)cc2)c(Cl)c1	1.7	13	-2	i	nt	4	-3	0.5	1.1	nt
58	O=C(c1ccc(-c2ccccc2)cc1)C1CCCN(C(=O)c2cncs2)C1 (stereo unspecified)	1.6	7	-3	-0.1	20	8	-4	-0.2	373*	2
59	CN(Cc1c(F)cccc1Cl)C(=O)c1cccc(S(=O)(=O)NCc2ccccc2)c1	2.2	-11	-2	i	nt	-7	-12	-1.1	1.0	nt
60	Cc1noc(C)c1CSc1ncnc2sc(C)c(C)c12	nt	9	-2	i	18	2	-18	-0.1	-0.9	0
61	COc1ccc(OC)c(S(=O)(=O)NCC(c2ccco2)N2CCc3ccccc32)c1 (stereo unspecified)	0.0	45	2	-12	nt	-8	3&-4	4.8	0.0	nt
62	Cc1ncc(CSc2nccc(=O)[nH]2)c(CO)c1O	0.9	3	-6	2.6	14	4	-3	-2.3	1.4	0
63	O=C(Nc1cccnc1)c1ccccc1-c1ccccc1	-0.1	-7	-2	i	-22	-12	0	-1.5	-0.4	4
64	COc1ccc(NC(=O)c2cc(-c3cc(Cl)ccc3OC)n[nH]2)cc1OC	-0.3	2	-3	-0.4	nt	3	nt	-0.1	nt	nt
65	C/C(CC(=O)N1CCN(C=O)CC1)=N\NC(=O)c1cccc([N+](=O)[O-])c1	-3.0	3	-6	i	9	2	nt	-0.4	0.7	-5
66	O=C(c1ccc(Cl)s1)N1CCN(c2ccccc2)CC1	0.3	2	0	-0.5	12	4	-8	3.1	3.4	0
67	Cc1occc(=O)c1OC(=O)Nc1ccccc1	nt	4	-2	nt	18	0	-4	-0.4	0.2	1
68	O=C(NNC(=O)C12CC3CC(CC(C3)C1)C2)c1cccc([N+](=O)[O-])c1	-1.3	4	-1	-0.5	8	8	-2	-1.6	-0.5	0
